Screening data deposited in PubChem by several laboratories.
N-glyco inh: blocks N-linked glycosylation in D54 reporter cells; AID 588692; D54 ERlucT glycosylation luciferase reporter, 24 h; percent of 100 nM tunicamycin response; reporter increase, % at 12.5 µM; 0.23% of 360,000 active;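 active = mean luciferase reporter signal, scaled so untreated is 0 and the glycosylation-blocking control 100, at or above a set limit in every replicate; inconclusive = mean reaches the limit but not every replicate does; inactive = mean below the limit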;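 note: luciferase carries N-glycosylation sites so blocking glycosylation raises the light; 0% = median of neutral control wells and 100% = median of 100 nM tunicamycin wells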
MC4R antagonist: blocks human MC4R cAMP signaling; P32245; MC4R-expressing cells, MTII-stimulated cAMP, LANCE TR-FRET; inhibition, % at 6.5 µM; 0.48% of 360,000 active;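 active = inhibition above its plate's cutoff, the mean of tested wells on that plate plus 3 SD, cut at about 29% in these data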;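 note: 0% = Melanotan II alone and 100% = Melanotan II plus saturating MCL0020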
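Assay system: human MC4R-expressing U2OS cells; reagent: Melanotan II stimulation of cells; dosing: 6.5 µM single dose; timing: compound 30 min, challenge 1 h, detection 1 h; signal: TR-FRET cAMP assay; replicates: one well per compound, no replicates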
CaV13 FRET inh: Primary screen for inhibitors of IQ motif and Ca2+-dependent inactivation inhibitor domain binding in CACNA1D, Förster resonance energy transfer in living cells, …; HEK cells, CFP/YFP FRET ICDI-IQ, plate reader, 10 min; percent FRET-ratio fall versus neutral wells; inhibition, % at 12.3 µM; 0.098% of 340,000 active; AID 743397;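 active = mean replicate inhibition of at least 30% and at least 1% of replicates passing that level; inconclusive = only one of the two criteria is met; inactive = neither criterion is met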;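 note: 0% = median of the neutral control wells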
MC4R ag barr: agonists of human melanocortin 4 receptor (MC4R) beta-arrestin; U2OS MC4R beta-arrestin complementation, luminescence; percent of melanotan II response, DMSO zero; P32245; activation, % at 8.9 µM; 0.98% of 360,000 active;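 active = activation above a per-plate cutoff, the mean activation of sample wells on that plate plus 3 SD, cut at about 8% in these data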
PDI turbidity: inhibitors of human protein disulfide isomerase; inhibition, % at 10 µM; 0.052% of 350,000 active; AID 588391; PDI insulin aggregation turbidity, A650, 90 min; P07237;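 active = mean inhibition across replicates of 30% or more, whatever share of single replicates reach that level; inconclusive = mean inhibition below 30% while every single replicate reaches 30%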;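 note: absorbance from insulin aggregation driven by PDI reduction with DTT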
Target sequence (P07237 whole entry, looked up): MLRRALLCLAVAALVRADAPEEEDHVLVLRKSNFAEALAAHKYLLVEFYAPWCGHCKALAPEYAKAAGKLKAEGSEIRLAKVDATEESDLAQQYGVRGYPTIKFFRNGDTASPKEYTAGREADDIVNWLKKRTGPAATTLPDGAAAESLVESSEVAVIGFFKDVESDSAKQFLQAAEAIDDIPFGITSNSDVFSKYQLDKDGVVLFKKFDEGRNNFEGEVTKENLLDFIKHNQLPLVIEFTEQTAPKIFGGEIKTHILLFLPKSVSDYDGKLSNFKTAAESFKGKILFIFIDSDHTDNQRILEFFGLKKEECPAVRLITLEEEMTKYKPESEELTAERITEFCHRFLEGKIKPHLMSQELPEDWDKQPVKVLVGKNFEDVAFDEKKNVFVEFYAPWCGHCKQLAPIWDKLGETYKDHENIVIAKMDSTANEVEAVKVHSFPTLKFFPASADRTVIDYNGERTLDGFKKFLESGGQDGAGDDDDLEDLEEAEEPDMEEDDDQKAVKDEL
H9c2 protect: protects H9c2 cardiomyocytes from peroxide injury; 0.63% of 360,000 active; protection from H2O2 cell death, % at 20 µM; H2O2 injury protection, ATPLite, 2 h;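 active = compounds giving at least 50% protection of heart cells from peroxide-induced death in the single-dose screen, raw or plate-pattern-corrected value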;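 note: 0% = DMSO wells with peroxide and 100% = DMSO wells without peroxide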
m5-HT2A agonist: agonists of mouse serotonin 5-HT2A receptor (HTR2A). 0.66% of 360,000 active. activation, % at 7.6 µM. CHO-K1 mHTR2A beta-arrestin complementation, luminescence; percent of 30 µM serotonin response. P35363;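 active = activation above a run cutoff, the mean activation of all tested compounds plus 3 SD, cut at about 14% in these data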;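 note: 0% = plate median of compound wells and 100% = 30 µM serotonin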
Target sequence (P35363 whole entry, looked up): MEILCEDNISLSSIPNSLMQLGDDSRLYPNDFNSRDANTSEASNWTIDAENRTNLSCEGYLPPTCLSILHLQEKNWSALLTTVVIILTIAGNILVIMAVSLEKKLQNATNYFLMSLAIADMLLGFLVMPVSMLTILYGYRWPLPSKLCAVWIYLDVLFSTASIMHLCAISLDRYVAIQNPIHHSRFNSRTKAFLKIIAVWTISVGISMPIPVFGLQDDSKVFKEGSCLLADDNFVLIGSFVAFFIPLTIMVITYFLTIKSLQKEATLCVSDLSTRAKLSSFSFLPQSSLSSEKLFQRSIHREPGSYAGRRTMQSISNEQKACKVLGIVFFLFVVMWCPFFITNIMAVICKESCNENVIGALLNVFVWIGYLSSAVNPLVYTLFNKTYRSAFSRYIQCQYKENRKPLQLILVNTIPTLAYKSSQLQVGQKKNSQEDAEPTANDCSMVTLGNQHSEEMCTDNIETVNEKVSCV
Vif imaging: HIV Vif inhibition. HEK293T cells, Vif self-association by quenched fluorescence, imaging, 24 h. inhibition, % at 7.49 µM. 0.35% of 340,000 active; in the data active = inhibition above about 50%, passing the limit was not always enough; inconclusive = no clear call, values can overlap the other calls; inactive = below about 31%; note: some results filed as inactive read as strong as hits
aDG glyco up: increases alpha dystroglycan glycosylation | 0.22% of 360,000 active | Pro5-aDG cells, alpha-DG glycosylation AlphaScreen (IIH6); 0% Pro5, 100% B10-LARGE cell signal | activation, % at 10 µM | AID 624168;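 active = activation of at least 8% versus controls, or a plate z-score of at least 8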;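 note: Pro5 are CHO cells carrying HIG-tagged alpha-DG that lacks glycosylation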
ABCB6 inh 2: blocks the human ABCB6 transporter | Q9NP58 | K562-ABCB6 porphyrin accumulation, flow cytometry, 1 h; hits give low values | fluorescence ratio to DMSO, % at 10 µM | 0.19% of 360,000 active | AID 602162;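 active = fluorescence ratio to DMSO below 75%, the collection mean minus 3 SD; inconclusive = too few cells collected in the well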;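 note: signal is porphyrin accumulated inside mitochondria; 100% equals median channel fluorescence of DMSO control wells; lower ratio means ABCB6 inhibition with less porphyrin fluorescence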
* hit, by the source's call; ? = inconclusive; . = no result given.

# | mol | N-glyco inh | MC4R antagonist | CaV13 FRET inh | MC4R ag barr | PDI turbidity | H9c2 protect | m5-HT2A agonist | Vif imaging | aDG glyco up | ABCB6 inh 2
1 | CCOc1cc(C)c(Cl)cc1S(=O)(=O)NCC1CCCO1 (centres undefined) | -0.8 | 12.5 | -3.4 | 3.3 | 4.1 | -1.7 | 5.9 | -5.5 | 0.2 | 102.0
2 | Clc1ccc(CSC2=NCCCN2)cc1Cl | -0.7 | 0.0 | . | 0.3 | -9.0 | 5.6 | -4.8 | 14.1 | 0.6 | 101.0
3 | COC(=O)[C@H](C)[C@H]1C[C@]1(C)[C@H](NC(=O)OCc1ccccc1)c1ccccc1 | 1.6 | 5.8 | -6.5 | 1.0 | 8.1 | 0.0 | -2.8 | 0.4 | 0.3 | 98.0
4 | COc1ccc(C(=O)NCCc2nnc3ccc(SCC(=O)N4CCCC4)nn23)cc1 | 2.8 | 6.4 | -6.5 | -1.2 | -1.1 | -3.2 | 1.7 | 6.1 | -0.4 | 97.0
5 | CC1(C)Nc2ccccc2N(CCC(=O)N2CCOCC2)C1=O | 2.5 | 1.3 | -1.7 | -0.5 | 8.4 | 8.0 | 3.9 | 6.1 | -0.2 | 93.0
6 | N/C(=N\N=C\c1ccc(Br)o1)c1nonc1N | 1.6 | 2.6 | -20.1 | -1.4 | 18.8 | -0.7 | 5.6 | 22.5 | -0.1 | 98.0
7 | COCc1cc(C)n(CC(=O)Nc2ccccc2C(=O)OC)c(=O)c1C#N | 2.6 | 13.7 | . | 0.1 | -1.4 | 3.2 | 2.0 | 6.7 | -0.2 | 92.0
8 | Cc1nn(C)c(C(=O)N/N=C/c2cccc(Oc3ccccc3)c2)c1Br | -1.8 | 2.7 | . | -2.5 | -1.9 | -3.5 | -10.6 | -3.2 | 0.3 | 94.0
9 | Cc1ccc(CCNC(=O)C2CCCN(c3ncnc4c3nc3n4CCCCC3)C2)cc1 (centres undefined) | 3.0 | 5.4 | -7.3 | -2.9 | -8.7 | 2.7 | -1.8 | -3.6 | 0.0 | 101.0
10 | COCCNC(=O)Cn1nc(-c2ccc(C)cc2)c2ccccc2c1=O | -0.3 | 1.7 | -18.5 | -1.7 | -5.6 | 1.3 | -0.4 | 8.8 | 0.0 | 96.0
11 | CCOC(=O)C1CCN(C(=O)COC(=O)/C=C/c2ccc([N+](=O)[O-])cc2)CC1 | -1.0 | 0.2 | -2.6 | -2.8 | 7.5 | -10.8 | 0.2 | -3.6 | 0.2 | 98.0
12 | CCN(CC)CCCN1CC(=O)N2[C@@H](Cc3c([nH]c4ccccc34)C2(C)C)C1=O | -1.6 | 4.5 | -20.9 | 0.2 | 19.7 | 4.0 | 0.5 | 6.3 | -0.1 | 92.0
13 | CC1CCN(c2nnc(-c3ccccc3)c3ccccc23)CC1 | -4.2 | 21.3 | -6.1 | 2.1 | -3.7 | -6.4 | -0.3 | 0.1 | 0.4 | 95.0
14 | Cc1nc2c(Cl)cc(Cl)cc2[nH]1 | -2.7 | -2.9 | -5.2 | 0.0 | -8.1 | -16.1 | 0.0 | 1.4 | -0.1 | 105.0
15 | CCC(C)NCC(O)COCc1ccc(Cl)cc1 (centres undefined) | -1.2 | -1.3 | -3.7 | 0.7 | -7.8 | 0.4 | 4.0 | -24.7 | -0.2 | 95.0
16 | Cc1ccc(NC(=O)C2CCN(C(=O)NC3CCCCC3)CC2)cc1 | -1.0 | 10.6 | -4.0 | -0.1 | -4.9 | -0.5 | -3.2 | 7.1 | 0.1 | 96.0
17 | Cc1ccc(SCCNC(=S)Nc2ccc(C)cc2C)cc1 | 0.2 | -0.8 | 2.2 | -2.6 | 4.6 | -4.1 | 0.6 | -5.1 | -0.3 | 109.0
18 | C/C(CC1CC(COCC(C)C)OC1=O)=N\NC(N)=S (centres undefined) | 2.6 | -5.0 | -4.7 | 2.4 | -5.9 | -1.2 | 3.5 | . | 1.0 | 88.0
19 | COc1ccc(S(=O)(=O)N2CCC(C(=O)N3CCC(C(N)=O)CC3)CC2)cc1Cl | -0.9 | -0.3 | -0.3 | -2.1 | 15.7 | -2.6 | 5.2 | 1.4 | -0.2 | 93.0
20 | CCC(Oc1ccccc1)C(=O)N1CCC(C(N)=O)CC1 (centres undefined) | -0.5 | 2.7 | . | -0.8 | 11.7 | -3.0 | 1.7 | -2.1 | 0.0 | 96.0
21 | CC(C)C(NC(=O)CC12CC3CC(CC(C3)C1)C2)C(=O)O (centres undefined) | 1.7 | 11.6 | -4.4 | -1.5 | -0.6 | -0.3 | 1.0 | 2.1 | -0.5 | 97.0
22 | CC(=O)Nc1ccc(S(=O)(=O)NNc2cccc(C)c2)cc1 | 2.2 | 6.4 | -0.3 | 0.3 | 0.7 | -3.9 | 0.1 | 14.2 | 0.0 | 102.0
23 | Cc1cnc(NC(=O)COc2ccc3c(c2)CCC3)s1 | -13.1 | 2.8 | -5.8 | -4.6 | 4.6 | -12.9 | -5.9 | ? | -0.2 | 106.0
24 | CSc1ccccc1C(=O)NC1CCCCCC1 | 1.8 | -3.5 | -7.6 | -2.7 | -16.9 | 1.6 | 0.1 | -0.1 | 0.2 | 93.0
25 | CCOC(=O)C1(Cc2ccc(OC)cc2)CCN(C(=O)CCn2ccc(C)n2)CC1 | -0.2 | 9.8 | 12.4 | -3.3 | -9.2 | -1.8 | -4.5 | 0.4 | -0.1 | 101.0
26 | CC(=O)c1ccc(S(=O)(=O)Nc2c(C)nn(C)c2C)cc1 | 2.0 | -1.0 | -14.9 | 0.1 | -7.8 | -5.5 | 12.1 | -6.9 | 0.3 | 98.0
27 | Cc1cc(NC(=O)CCC(=O)NNC(=O)c2ccc(C(C)(C)C)cc2)no1 | 3.2 | 4.3 | -2.6 | 7.0 | -9.3 | -16.9 | 1.4 | -2.7 | 0.1 | 90.0
28 | Cc1ccc(C)c2c1cc(C)c1nnc(SCC(=O)N3CCCc4ccccc43)n12 | -8.7 | -1.4 | -19.3 | -0.4 | 21.0 | -1.3 | 3.5 | 5.1 | 0.0 | 95.0
29 | CCOC(=O)c1c(S(=O)(=O)NCCc2ccccc2)c(C)n(C)c1C | -0.1 | 1.7 | -7.1 | -1.9 | -12.2 | 1.8 | 9.5 | -7.0 | 0.0 | 102.0
30 | CC(C)NC(=O)c1ccc(CN2CCC(Cc3ccccc3)CC2)cc1 | -3.8 | -2.1 | -3.0 | -0.8 | -12.9 | -3.5 | -2.4 | -3.3 | 0.0 | 99.0
31 | C/C(N)=C(/C#N)C(=O)COC(=O)CCSc1ccccc1Cl | 0.5 | 6.5 | -4.8 | 0.4 | 10.5 | -1.4 | 8.6 | -10.0 | -0.3 | 100.0
32 | COc1ccc(CNC(=O)CCn2c(=O)c3cccn3c3ccc(F)cc32)cc1 | 0.5 | 10.1 | -2.0 | -0.9 | -1.1 | 11.4 | 3.3 | 8.5 | -0.1 | 109.0
33 | Cc1ccc2nc(-c3cccc(Cl)c3)c(Cc3ccccc3)n2c1 | . | . | -5.3 | . | . | . | 3.5 | . | 0.1 | 107.0
34 | CCC(CC)NC(=O)CCc1nc2ccccc2c(=O)[nH]1 | 3.0 | 0.8 | -7.8 | -1.4 | -10.8 | 24.8 | 0.7 | . | 0.0 | 101.0
35 | O=c1[nH]c(=S)c2[nH]c(=S)n(-c3ccccc3)c2[nH]1 | -0.4 | 9.1 | -10.9 | 0.5 | -12.5 | 4.3 | 6.1 | 1.7 | -0.2 | 95.0
36 | O=C1C(=O)c2ccccc2C(O)=C1c1cccc([N+](=O)[O-])c1 | -2.3 | -4.9 | 5.0 | -2.5 | 2.5 | -5.1 | 20.4* | -3.5 | -0.2 | 98.0
37 | COc1ccc(N2CCN(C(=O)COC(=O)CC(NC(N)=O)c3ccc(Cl)cc3)CC2)cc1 (centres undefined) | 0.6 | 1.5 | -11.8 | -0.5 | -2.6 | -16.5 | -3.7 | . | -0.2 | 94.0
38 | COc1ccc(-c2cc3nc(C)cc(N)n3n2)cc1 | -14.5 | 5.7 | -5.8 | -1.1 | -4.6 | -33.3 | -1.1 | 5.0 | 0.3 | 99.0
39 | CN(C(=O)c1cccc(NC(=O)Cc2cccc(NC(=O)C3CCCN(C(=O)C4CC4)C3)c2)c1)C1CC1 (centres undefined) | 1.3 | 1.7 | -5.9 | -0.8 | -5.9 | 1.3 | -1.6 | -9.6 | -0.3 | 98.0
40 | O=c1sc2ccccc2n1CCCOc1ccccc1 | -3.8 | 5.5 | -3.4 | 1.4 | -10.4 | -1.0 | -4.5 | . | 0.2 | 102.0
41 | CC#CC(=O)N1CCC(CO)(CCc2ccccc2)CC1 | -2.5 | 12.2 | -2.1 | -1.8 | 2.1 | -9.8 | 0.9 | -0.7 | 0.0 | 96.0
42 | CCOC(=O)N1CCC(NC(=O)C2CCC(CNS(=O)(=O)c3ccc(OC)cc3)CC2)CC1 (centres undefined) | 1.8 | -1.1 | -2.6 | 0.7 | 1.3 | -9.0 | -1.0 | -0.8 | 0.3 | 99.0
43 | COc1ccc(CC(=O)NCC2CCCN(Cc3ccc(SC)cc3)C2)cc1 (centres undefined) | -1.3 | 7.9 | 2.3 | -1.0 | 4.3 | -0.6 | -3.8 | 8.0 | 1.8 | 99.0
44 | CN(C)S(=O)(=O)c1ccc(C(=O)Nc2ccc(S(=O)(=O)NC3=NCCCCC3)cc2)cc1 | -0.6 | 8.5 | -3.5 | -1.4 | -5.7 | 2.5 | 4.0 | . | -0.1 | 108.0
45 | Cc1cc(N2CCOCC2)ccc1/C=C1\NC(=O)N(Cc2ccccc2F)C1=O | -3.4 | -3.9 | -23.8 | -0.2 | 0.2 | -2.3 | -3.3 | 9.9 | 0.4 | 98.0
46 | Cc1ccccc1[C@@H](NC(=O)OC(C)(C)C)C(=O)OC(C)(C)C | 1.3 | 1.9 | -4.5 | 4.9 | -20.8 | -0.3 | 6.0 | -1.3 | -0.2 | 94.0
47 | O=C(Nc1ccsc1C(=O)NC1CCCCC1)c1ccc(F)cc1 | -7.0 | 14.7 | -6.3 | 12.0* | 7.8 | -7.2 | 1.6 | 3.6 | 2.9 | 97.0
48 | OCC1OC(n2ccc3c2ncn2ncnc32)C(O)C1O (centres undefined) | -17.8 | 13.2 | -6.1 | 1.8 | 7.8 | -1.9 | 6.5 | 11.5 | -0.3 | 96.0
49 | COc1ccc(CC(=O)OCC(=O)NCc2ccc(Cl)cc2)cc1 | 0.5 | -3.6 | -15.8 | 2.2 | 14.8 | 0.6 | 2.3 | 80.1* | 0.1 | 96.0
50 | CN(C)c1ccc(NC(=O)CCN2C(=O)c3cccc([N+](=O)[O-])c3C2=O)cc1 | 0.6 | 10.9 | 0.9 | 0.9 | -2.4 | 4.0 | 1.2 | -11.3 | -0.1 | 97.0
